# Screens deposited in PubChem by National Center for Advancing Translational Sciences (NCATS).
# aSyn yeast rescue: inhibitors of alpha-synuclein toxicity in yeast; S. cerevisiae alpha-synuclein toxicity rescue, BacTiter-Glo growth, 24 h; Potency, µM (top dose mostly 46.1 µM), inactives show at the top dose growth rescue (activation), most hits filed as activators; 94,000 tested, 0.02% active; active = well fitted activation curve with a large enough effect; inconclusive = small, poorly fitted or top-dose-only effect; note: 0% is about no effect
#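 Growth restoration measured by BacTiter-Glo luminescence after 24 hr at 30 deg C; alpha-synuclein yeast, raffinose-pregrown to mid-log, were added at OD600=0.02 in galactose medium onto pinned compounds.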
# * = called active by the depositor; ? = inconclusive. Potency is the fitted concentration of half-maximal effect. The list is partial (hit frequency here may not be typical).
SMILES,aSyn yeast rescue
COCC(=O)N1c2nc(-c3ccco3)nn2C2(CCCCC2)[C@@H]2CCCC[C@@H]21,0.9%
COc1cccc(N2C(=O)CSC23C(=O)N(CC(=O)NCc2ccc(C)cc2)c2ccccc23)c1 (configuration not stated),2.2%
Cc1ccc2oc(C(=O)Nc3ccc(S(=O)(=O)Nc4nccc(C)n4)cc3)cc(=O)c2c1,-6.0%
COc1ccc(NC(=O)CN(C)C(=O)c2ccc(NS(=O)(=O)c3ccc(F)cc3)cc2)cc1,0.4%
CCN1CCN(c2ccc(S(=O)(=O)N3CCOCC3)cc2NC(=O)/C=C/c2cccc(OC)c2OC)CC1,12.8%
COCCn1c(/C=C/c2ccccc2)nc2ccccc21,-7.0%
O=C(NCCCNC(=O)c1ccccc1F)c1ccco1,-15.0%
CCc1cccc(-n2nnc(-c3nsc(NC(=O)c4cccs4)n3)c2C)c1,-14.7%
CCOc1ccc(NC(=O)CCCCn2c(=O)[nH]c3ccsc3c2=O)cc1,5.1%
COc1ccccc1-c1cc(C(=O)Nc2ccccc2C(F)(F)F)no1,4.4%
CC1CCN(C(=O)CS(=O)(=O)Cc2ccccc2)CC1,-4.0%
Cc1cc2c(cc1C)-n1c(-c3ccccc3)c3c(=O)n(C)c(=O)n(C)c3c1C(c1ccco1)N2 (configuration not stated),-3.5%
CCC1CN(C(=O)N2CCC(C(=O)NCCN(C)C)CC2)c2ccccc2O1 (configuration not stated),2.7%
CCc1sc(Nc2ccc(C)cc2Br)nc1-c1cc2cccc(OC)c2oc1=O,-3.6%
CCOc1ccccc1NC(=O)C(OC(=O)C1CC1)c1ccccc1 (configuration not stated),0.1%
COc1ccc(OC)c2sc(N3CCN(C(=O)CCS(=O)(=O)c4ccc(F)cc4)CC3)nc12,5.3%
COc1ccc(NS(=O)(=O)c2ccc3[nH]c4c(c3c2)CCCCCC4)cc1,-1.8%
CCOc1ccc(Nc2c(S(=O)(=O)c3ccc(C)cc3)cnc3ccc(OC)cc23)cc1,4.4%
CC(C)(C)c1ccc(C(=O)NC(Cc2c[nH]c3ccccc23)C(=O)OCC(=O)c2ccccc2)cc1 (configuration not stated),2.6%
COc1ccc(NC(=O)c2ccc3c(c2)N(C)CCS3)cc1,3.1%
CC1CCN(c2c(NCc3ccc(C(=O)NCc4ccccc4)cc3)c(=O)c2=O)CC1,10.7%
O=C(O)C1CCN(C(=O)c2ccc(S(=O)(=O)N3CCCCCC3)cc2)CC1,-3.5%
Cc1ccc(NC(=O)CCc2c(C)nc3c(-c4ccccc4)c(C)nn3c2C)c(C)c1,5.0%
Cc1cc(OCC(=O)OCC(=O)N2CCCc3ccccc32)ccc1Cl,-6.5%

# The final 2 compounds of the part before open the next one.
SMILES,aSyn yeast rescue
Cc1ccc(NC(=O)CCc2c(C)nc3c(-c4ccccc4)c(C)nn3c2C)c(C)c1,5.0%
Cc1cc(OCC(=O)OCC(=O)N2CCCc3ccccc32)ccc1Cl,-6.5%
Cc1ccc(-c2nc(C(=O)NCCCN(C)C)cc3c2[nH]c2ccccc23)cc1,-0.3%
Cc1ccc(-c2onc(C)c2C)cc1S(=O)(=O)N1CCC(C)CC1,-4.4%
O=S1(=O)C[C@@H](N2CCC(Cc3ccccc3)CC2)[C@H](COCc2ccccc2)N1,0.4%
Cc1nc(S(=O)(=O)c2ccc(Br)cc2)nc2c1CCC2,7.9%
COc1ccc(CSc2nnc3[nH]c(=O)cc(N)n23)cc1,-9.9%
COC(=O)c1cc(S(=O)(=O)NCC2CCN(Cc3ccc(C)cc3)CC2)c[nH]1,-8.5%
Cn1cc(-c2cc3n(n2)CCC(=O)N3CCCC(=O)NCc2ccccc2)c2ccccc21,-5.3%
COc1cc(CNc2ccc3[nH]c(=O)[nH]c3c2)ccc1OCc1ccc(F)cc1Cl,-6.1%
COc1ccc(N2CCN(C3=NS(=O)(=O)C(c4cccc(Br)c4)=C3C)CC2)cc1,4.0%
CCN(CC)S(=O)(=O)c1nnc(NC(=O)COc2ccccc2F)s1,-12.2%
CN(c1ccccc1)S(=O)(=O)c1cccc(NC(=O)CN2CCCc3ccccc32)c1,1.6%
CCOC(=O)c1c(NC(=O)C2C3C=CC(C3)C2C(=O)O)sc2c1CC(C)(C)OC2 (configuration not stated),1.2%
CC(C)[C@H](NC(=O)c1ccco1)C(=O)OCC(=O)Nc1ccccc1OC(F)F,-0.9%
O=C(COC(=O)CNC(=O)c1ccccc1)NC12CC3CC(CC(C3)C1)C2,-1.0%
CC1=C(C(=O)Nc2ccc(C)cc2C)C(c2ccc([N+](=O)[O-])cc2)n2ncc(C(=O)Nc3ccc(F)cc3)c2N1 (configuration not stated),3.2%
O=C(c1ccc(F)cc1)N1c2nc(-c3ccco3)nn2C2(CCCCC2)[C@@H]2CCCC[C@@H]21,10.2%
CCOC(=O)N1CCN(C(=O)CCc2ccc(S(=O)(=O)NCC(C)C)cc2)CC1,0.0%
CCCOc1ccc(N2C(=O)CC(NCc3ccc(S(N)(=O)=O)cc3)C2=O)cc1 (configuration not stated),6.7%
CCOc1ccccc1C(=O)N(Cc1ccc(N(C)C)cc1)Cc1ccco1,11.4%
COc1ccc(CSCC(=O)Nc2ccccc2)cc1[N+](=O)[O-],1.1%
CCOC(=O)c1cc(NC(=O)c2cccs2)ccc1N1CCOCC1,7.8%
CCn1c(=O)c2cc(C(=O)N3CCN(c4cccc(OC)c4)CC3)sc2c2ccccc21,0.8%
Cc1[nH]ncc1-c1nc2ccccc2[nH]1,3.5%
O=C(c1cc(COc2cccc(C(F)(F)F)c2)on1)N1CCCC1,-4.2%
CCOc1ccc(-c2ccc(NS(=O)(=O)c3cc(C)c(C)cc3C)cc2)nn1,?
CCOc1ccc(NC(=O)C(CC(C)C)N2Cc3ccccc3C2=O)cc1 (configuration not stated),3.7%
Cc1cc(C(=O)NCc2ccc(Cl)cc2)c2c(C)nn(-c3ccccc3)c2n1,-1.9%
CC(=O)NCCNC(=O)C1CCCCN1S(=O)(=O)c1ccccc1 (configuration not stated),-10.7%
CCC(C)n1c(=O)c2sccc2n2c(CCCC(=O)N3CCN(c4ccccc4)CC3)nnc12 (configuration not stated),2.9%
O=C(Nc1ccc(C(F)(F)F)cc1)C1CCCN(c2cnccn2)C1 (configuration not stated),12.1%
Cc1ccc(OCC(=O)Nc2ccc3c(c2)nc(CCNC(=O)c2ccco2)n3C)cc1,-5.7%
O[C@H]1C[C@H](c2ccc(Cl)cc2)N(CC2CCCCC2)C[C@@H]1n1cc(-c2ccc(F)cc2)nn1,-2.1%
O=C(c1cccs1)c1cn(CCOc2ccc(F)cc2)c2ccccc12,-0.3%
COc1ccc(NC(=O)CSc2nnc3n2CCCCC3)cc1S(=O)(=O)N(C)C,-11.9%
Cc1ccc(C)c(Cn2c3ccccc3c3cnn(CC(=O)NCCCc4ccccc4)c(=O)c32)c1,-12.2%
COc1cccc(C(=O)c2cn(CC(=O)NCc3ccccc3)c3nc(C)ccc3c2=O)c1,-11.0%
Cc1cc(S(=O)(=O)N2CCCC2)ccc1OCC(=O)N1CCC(C(N)=O)CC1,4.6%
COc1ccc(CCN(C)C(=O)c2cnc(C)cn2)cc1OC,4.4%
CCN(CC)S(=O)(=O)c1ccc(NC2c3ccccc3C(=O)N2CCN2CCOCC2)cc1 (configuration not stated),4.2%
COc1cc(OC)cc(-c2nnc(SCC(=O)c3ccc([N+](=O)[O-])cc3)o2)c1,9.4%
CCOC(=O)C1=C(COC(=O)COc2ccc(C(=O)CC)cc2)NC(=O)NC1C (configuration not stated),8.1%
CC(Sc1nc2cc([N+](=O)[O-])ccc2n1-c1cccc(C(F)(F)F)c1)C(=O)NC(N)=O (configuration not stated),-2.1%
CCCCc1nnc(NC(=O)c2ccc(OCc3c(C)noc3C)cc2)s1,-12.0%
CNC(=S)Nc1ccc(-c2nc3ccc(C)cc3s2)cc1,-2.5%
COc1ccc(CCC(=O)O)c(C(CC(=O)O)C(=O)O)c1OS(=O)(=O)c1ccc(C)cc1 (configuration not stated),4.1%
CCOc1ccc(C2CC(c3ccc(F)cc3)n3ncnc3N2)cc1 (configuration not stated),15.0%
Brc1ccc(-c2cn3ccccc3n2)cc1,-24.6%
CC(=O)c1ccc(NC(=O)C(C)n2c3ccccc3c3nc(=O)cc(C)n32)cc1 (configuration not stated),-3.5%
COc1cccc(-c2nc(Cn3c(=O)cc(C)c4c(C)nn(-c5ccccc5)c43)c(C)o2)c1OC,6.8%
CN1CCN(S(=O)(=O)c2ccc(NCc3ccc4c(c3)OCO4)nc2)CC1,3.1%
CCOc1cc2[nH]c(=S)n(CCC(=O)NC3CCCCC3)c(=O)c2cc1OCC,-4.9%
COc1cccc(C(=O)C2CCCN(Cc3cn[nH]c3C3CCCCC3)C2)c1 (configuration not stated),-2.4%
C[C@@H]1CNC(=O)c2c(C(=O)N[C@@H](Cc3c[nH]c4ccccc34)C(=O)OC(C)(C)C)ncn21,-3.1%
CCOC(=O)c1c(NC(=O)CSc2c[nH]c3ccccc23)sc2c1CCC2,-1.3%
COc1ccc(CCNC(=O)c2ccc3nc(CCc4ccccc4)oc3c2)cc1OC,-16.1%
NNC(=O)CN1C(c2ccc(Br)cc2)=Nc2ccc(Br)cc2C1c1ccccc1 (configuration not stated),-7.4%
CCOC(=O)Cc1cc(C(=O)Nc2ccc(Br)cc2)sc1-c1ccc(C)cc1,-20.0%
Cc1ccc(S(=O)(=O)N(C)C[C@H]2Oc3ncc(-c4ccccc4)cc3C(=O)N([C@@H](C)CO)C[C@@H]2C)cc1,2.3%
Cc1ccc(NC(=O)c2nc(S(C)(=O)=O)ncc2N(Cc2ccco2)Cc2ccco2)cc1,-3.5%
CSCCC(NC(=O)c1ccco1)C(=O)N1CCN(C(c2ccccc2)c2ccccc2)CC1 (configuration not stated),9.3%

# (continued)
SMILES,aSyn yeast rescue
CC1=C(C(=O)Nc2ccccc2C)C(c2sccc2C)n2ncnc2N1 (configuration not stated),0.8%
O=C(c1ccco1)N(Cc1cccnc1)c1nc2c(F)cccc2s1,4.2%
CC(c1ccccc1)N1CCC(CNC(=S)Nc2cccc(Cl)c2)C1 (configuration not stated),9.1%
Cc1cc(C)cc(NC(=O)COC(=O)C2CC3C=CC2C3)c1 (configuration not stated),2.2%
Cc1sc2ncnc(N3CCC(C(=O)N(C)CC(=O)Nc4cccc(F)c4)CC3)c2c1C,12.5%
CCOC(=O)c1ccc(NC(=O)CSc2c3c(nc4cc(Cl)ccc24)CCCC3)cc1,-14.6%
Cc1ccc(NC(=O)Cn2c(=O)n(Cc3ccc4c(c3)OCO4)c(=O)c3ccc(C(=O)NC4CCCCC4)cc32)cc1,1.5%
CC(C)OCCCNS(=O)(=O)c1ccc2c(c1)oc(=O)n2C,-2.8%
CCCC1=Nc2cc(C(=O)NCc3ccc(OC)cc3)ccc2Sc2ccc(C)cc21,7.6%
CC(=O)c1ccc(C(=O)N(Cc2cccnc2)c2nc3c(C)c(C)ccc3s2)cc1,?
Cc1ccc(C2c3cccn3CCN2S(=O)(=O)c2ccc([N+](=O)[O-])cc2)cc1 (configuration not stated),9.8%
C/C(=N\NC(=O)c1nnn(-c2nonc2N)c1CN1CCCCC1)c1ccccc1O,-5.4%
CC(=O)Nc1ccc(NC(=O)CSc2nc(=O)n(CCCN3CCOCC3)c3c2CCC3)cc1,2.6%
Cc1cccc(N2CCN(c3nc4nonc4nc3N3CCSCC3)CC2)n1,3.4%
CC(=O)N1CCCc2cc(S(=O)(=O)N(C)CC(=O)Nc3cccc(C)c3C)ccc21,4.4%
O=C1C2CC=CCC2C(=O)N1c1ccc(N2CCN(c3ccccn3)CC2)c([N+](=O)[O-])c1 (configuration not stated),-1.3%
CCOC(=O)C(NC(=O)c1cccc(Cl)c1)(OCc1ccccc1)C(F)(F)F (configuration not stated),-13.9%
COc1cccc(-c2nnc(-c3ccco3)o2)c1,-18.4%
CCCCn1c(N)c(N(CCOC)C(=O)CN2c3ccccc3CC2C)c(=O)[nH]c1=O (configuration not stated),-11.2%
CCOc1ccc(CC(=O)NCc2ccc3c(c2)CCN3C(=O)c2ccc(F)cc2)cc1OCC,-2.3%
Cc1nn(-c2ccccc2)c(Cl)c1C(=O)N(C)CC(=O)Nc1cccc(F)c1,-4.8%
O=C(Nc1ccc(F)cc1F)c1cccc2c1C(=O)N(C1CCCCC1)C2,1.5%
CCn1nc(C)c(/C=N/NC(=O)Cc2ccc(Cl)cc2)c1C,3.4%
COc1ccc(N2CCN(C(=O)COc3ccccc3C#N)CC2)cc1,8.0%
Cc1ccc(CNC(=O)c2ccc3c(c2)N(Cc2cccc(Cl)c2)C(=O)CS3)cc1,7.4%

# Reprinted from the listing, 15 compounds:
SMILES,aSyn yeast rescue
COCC(=O)N1c2nc(-c3ccco3)nn2C2(CCCCC2)[C@@H]2CCCC[C@@H]21,0.9%
COc1cccc(N2C(=O)CSC23C(=O)N(CC(=O)NCc2ccc(C)cc2)c2ccccc23)c1 (configuration not stated),2.2%
Cc1ccc2oc(C(=O)Nc3ccc(S(=O)(=O)Nc4nccc(C)n4)cc3)cc(=O)c2c1,-6.0%
COc1ccc(NC(=O)CN(C)C(=O)c2ccc(NS(=O)(=O)c3ccc(F)cc3)cc2)cc1,0.4%
CCN1CCN(c2ccc(S(=O)(=O)N3CCOCC3)cc2NC(=O)/C=C/c2cccc(OC)c2OC)CC1,12.8%
COCCn1c(/C=C/c2ccccc2)nc2ccccc21,-7.0%
O=C(NCCCNC(=O)c1ccccc1F)c1ccco1,-15.0%
CCc1cccc(-n2nnc(-c3nsc(NC(=O)c4cccs4)n3)c2C)c1,-14.7%
CCOc1ccc(NC(=O)CCCCn2c(=O)[nH]c3ccsc3c2=O)cc1,5.1%
COc1ccccc1-c1cc(C(=O)Nc2ccccc2C(F)(F)F)no1,4.4%
CC1CCN(C(=O)CS(=O)(=O)Cc2ccccc2)CC1,-4.0%
Cc1cc2c(cc1C)-n1c(-c3ccccc3)c3c(=O)n(C)c(=O)n(C)c3c1C(c1ccco1)N2 (configuration not stated),-3.5%
CCC1CN(C(=O)N2CCC(C(=O)NCCN(C)C)CC2)c2ccccc2O1 (configuration not stated),2.7%
CCc1sc(Nc2ccc(C)cc2Br)nc1-c1cc2cccc(OC)c2oc1=O,-3.6%
CCOc1ccccc1NC(=O)C(OC(=O)C1CC1)c1ccccc1 (configuration not stated),0.1%
